# mHTT-CaM PPI inh: mHTT-calmodulin interaction abrogation; inhibition, % at 15 µM; AlphaScreen His-mHTT/GST-CaM binding, luminescence; P42858; AID 1671202; hit rate 3.6% among 190,000;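 also: 0% = both proteins with DMSO and 100% = one protein alone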
# Target sequence (P42858 whole entry, looked up, stated change not applied): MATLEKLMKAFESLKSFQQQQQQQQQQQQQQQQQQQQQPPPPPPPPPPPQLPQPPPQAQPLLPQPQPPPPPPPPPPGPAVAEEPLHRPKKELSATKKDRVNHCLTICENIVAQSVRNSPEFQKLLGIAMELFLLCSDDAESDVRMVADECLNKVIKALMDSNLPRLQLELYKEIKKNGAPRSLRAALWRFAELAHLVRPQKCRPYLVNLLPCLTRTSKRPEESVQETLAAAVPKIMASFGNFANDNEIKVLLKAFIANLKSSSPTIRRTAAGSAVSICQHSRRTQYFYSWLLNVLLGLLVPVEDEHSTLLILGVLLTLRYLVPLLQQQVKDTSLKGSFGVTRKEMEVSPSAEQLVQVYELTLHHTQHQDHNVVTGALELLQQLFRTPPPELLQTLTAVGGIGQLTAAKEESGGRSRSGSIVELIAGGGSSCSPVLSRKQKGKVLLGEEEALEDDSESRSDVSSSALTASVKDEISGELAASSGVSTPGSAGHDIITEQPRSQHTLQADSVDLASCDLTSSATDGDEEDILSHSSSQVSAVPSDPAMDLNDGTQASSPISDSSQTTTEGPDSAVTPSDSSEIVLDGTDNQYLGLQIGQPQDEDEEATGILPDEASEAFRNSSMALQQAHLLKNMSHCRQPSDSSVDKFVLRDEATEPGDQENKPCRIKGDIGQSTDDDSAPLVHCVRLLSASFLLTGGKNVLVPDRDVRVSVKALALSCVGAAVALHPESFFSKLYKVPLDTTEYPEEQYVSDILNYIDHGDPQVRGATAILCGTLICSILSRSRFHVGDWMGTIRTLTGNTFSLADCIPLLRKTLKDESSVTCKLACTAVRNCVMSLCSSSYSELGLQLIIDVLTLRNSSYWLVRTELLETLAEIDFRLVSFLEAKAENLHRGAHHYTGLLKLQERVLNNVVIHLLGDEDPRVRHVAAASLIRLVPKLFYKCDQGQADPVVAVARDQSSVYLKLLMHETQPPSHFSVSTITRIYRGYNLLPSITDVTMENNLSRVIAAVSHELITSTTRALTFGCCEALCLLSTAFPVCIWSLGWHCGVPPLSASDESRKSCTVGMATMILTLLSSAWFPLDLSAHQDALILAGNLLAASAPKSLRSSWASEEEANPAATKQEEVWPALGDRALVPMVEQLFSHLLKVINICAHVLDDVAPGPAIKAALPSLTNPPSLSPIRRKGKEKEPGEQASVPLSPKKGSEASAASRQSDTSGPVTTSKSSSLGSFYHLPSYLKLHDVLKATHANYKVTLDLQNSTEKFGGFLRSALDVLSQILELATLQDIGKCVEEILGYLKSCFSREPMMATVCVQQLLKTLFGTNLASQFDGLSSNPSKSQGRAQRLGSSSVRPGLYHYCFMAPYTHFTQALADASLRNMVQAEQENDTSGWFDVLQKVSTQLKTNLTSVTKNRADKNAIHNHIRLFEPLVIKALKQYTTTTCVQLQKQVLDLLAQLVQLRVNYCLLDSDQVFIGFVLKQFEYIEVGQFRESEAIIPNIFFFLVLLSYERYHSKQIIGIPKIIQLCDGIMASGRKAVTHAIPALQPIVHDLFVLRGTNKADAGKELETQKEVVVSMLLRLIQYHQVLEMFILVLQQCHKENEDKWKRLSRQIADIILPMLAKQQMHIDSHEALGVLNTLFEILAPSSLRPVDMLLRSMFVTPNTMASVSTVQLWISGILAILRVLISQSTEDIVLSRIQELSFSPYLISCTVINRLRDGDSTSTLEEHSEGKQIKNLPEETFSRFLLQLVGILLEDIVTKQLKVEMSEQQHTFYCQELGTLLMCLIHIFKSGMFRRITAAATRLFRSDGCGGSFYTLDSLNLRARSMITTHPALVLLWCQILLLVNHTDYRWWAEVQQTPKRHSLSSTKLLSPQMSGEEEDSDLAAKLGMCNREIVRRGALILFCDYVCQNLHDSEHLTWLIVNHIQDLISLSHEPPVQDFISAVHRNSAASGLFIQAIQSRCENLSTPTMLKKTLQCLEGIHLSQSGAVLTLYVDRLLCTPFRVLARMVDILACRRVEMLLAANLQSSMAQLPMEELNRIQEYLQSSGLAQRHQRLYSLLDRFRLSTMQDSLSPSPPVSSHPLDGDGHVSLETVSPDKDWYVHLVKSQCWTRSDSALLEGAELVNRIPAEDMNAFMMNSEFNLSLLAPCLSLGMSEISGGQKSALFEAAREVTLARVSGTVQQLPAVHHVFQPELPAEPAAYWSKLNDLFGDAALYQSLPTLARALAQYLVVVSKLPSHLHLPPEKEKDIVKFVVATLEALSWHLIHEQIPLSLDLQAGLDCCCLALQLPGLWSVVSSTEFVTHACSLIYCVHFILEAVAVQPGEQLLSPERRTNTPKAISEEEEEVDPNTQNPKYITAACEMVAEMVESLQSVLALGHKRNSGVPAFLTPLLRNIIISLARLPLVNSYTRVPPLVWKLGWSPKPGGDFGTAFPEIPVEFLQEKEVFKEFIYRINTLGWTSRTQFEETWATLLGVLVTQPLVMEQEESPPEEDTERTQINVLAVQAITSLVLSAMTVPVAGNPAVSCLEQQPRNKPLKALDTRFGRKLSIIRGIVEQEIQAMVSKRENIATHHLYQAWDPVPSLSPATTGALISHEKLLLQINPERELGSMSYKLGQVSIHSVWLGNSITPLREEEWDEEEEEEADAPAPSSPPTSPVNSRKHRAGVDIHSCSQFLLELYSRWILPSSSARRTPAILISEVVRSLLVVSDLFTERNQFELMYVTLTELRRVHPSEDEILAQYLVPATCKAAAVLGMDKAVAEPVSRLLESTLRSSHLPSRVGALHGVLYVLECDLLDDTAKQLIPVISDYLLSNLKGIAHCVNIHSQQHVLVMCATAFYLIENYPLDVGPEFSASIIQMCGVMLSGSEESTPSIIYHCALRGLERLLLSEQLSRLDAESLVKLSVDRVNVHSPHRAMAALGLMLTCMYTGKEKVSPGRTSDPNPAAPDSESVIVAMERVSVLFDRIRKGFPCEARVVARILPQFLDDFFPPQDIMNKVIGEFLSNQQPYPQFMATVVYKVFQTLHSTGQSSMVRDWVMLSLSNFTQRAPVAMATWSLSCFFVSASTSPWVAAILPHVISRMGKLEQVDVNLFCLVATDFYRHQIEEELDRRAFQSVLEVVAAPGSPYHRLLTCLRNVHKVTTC
# Pf apPOL block: Pf-apPOL DNA polymerase inhibition; Recombinant Pf-apPOL, molecular beacon fluorescence, 1.5 h; inhibition, % at 10 µM; hit rate 0.25% among 210,000; AID 1794808
# * marks the source's active call; other numbers are inactive results; i = inactive; . = no result given; & = joins results of further samples. Rule as the data show it: active = inhibition above about 50%; inactive = the rest.
SMILES,mHTT-CaM PPI inh,Pf apPOL block
COc1ccc(-c2nc3s/c(=C4/C(=O)N(C)c5ccccc54)c(=O)n3n2)cc1,-5.4,-4.4
c1cc(N2CCCC2)ccc1-c1noc(C2CCCC2)n1,0.3,-1.4
Cc1ccc(CN(c2ccc(C(=O)Nc3ccc(F)cc3F)cc2)S(C)(=O)=O)cc1,-2.4,-8.0
CC(C)(C)OC(=O)COc1ccc2c(c1)OC(=Cc1ccco1)C2=O,26.9,3.3
Oc1ccc(Cl)cc1C(C#Cc1ccccc1)N1CCOCC1 (stereo not given),45.0,-4.8
O=C(Nc1cc(F)ccc1F)N1CCc2nc(-c3ccc(F)cc3)ncc2C1,-2.8,-2.3
COc1cccc(C(N)CC(=O)O)c1 (stereo not given),-5.2,-5.6
Cc1cc(C)n(C(=O)C2CC=CCC2C(=O)O)n1 (stereo not given),-5.0,2.6
CCCSc1nc(C)c(I)c(=O)[nH]1,2.0,-3.9
Cc1ccc(Nc2nnc(C)c(=O)[nH]2)cc1Cl,0.0,-1.2
Cc1nnsc1C(=O)Nc1ccc2c(c1)C(=O)OC2,.,-3.0
O=C(c1cc(-c2ccco2)on1)N1CCC(Cn2cccn2)CC1,-10.1,-20.2
CCN1/C(=C/c2cccc[n+]2C)C=Cc2ccccc21,19.0,3.4
Oc1ccc2nc(-c3ccccc3)[nH]c2c1,9.0,7.4
Cc1nn(C)cc1Nc1nnc(-c2cc(C(F)(F)F)nn2C)s1,-5.0,.
Cc1ccc(C)c(Cc2c(C)nc3c(C(=O)NC4CCCC4)cnn3c2C)c1,-14.0,0.9
COCCC1CCN(C(=O)c2ccc(C)s2)CC1,-4.3,-2.3
O=C(NCCCN1CCCCCC1)c1ccc2c(c1)NC(=O)C(N1CCOCC1)S2 (stereo not given),13.0,-25.4
CCNc1nc2ccc(Cl)cc2nc1NCC,.,2.1
O=C(NCCCCCNC(=O)c1cccnc1)c1cccnc1,-1.0,7.4
Cc1ccc(N2C(=O)C3N=NN(CC(=O)Nc4ccc(Br)cc4)C3C2=O)cc1 (stereo not given),5.0,0.2
COc1ccc(-c2ccc(/C=C(\C#N)c3nc4ccccc4[nH]3)o2)c([N+](=O)[O-])c1,48.0,-4.9
Cc1cccn2cc(C(=O)NCc3cc(F)cc(F)c3)nc12,-5.3,0.6
CCN1c2cc(Cl)ccc2C(=O)NC12CCN(C(=O)NCc1ccccc1)CC2,-4.5,0.3
CC1(C)CCC=[N+]1[O-],.,0.5
O=C(O)c1ccc(CSc2nnc(COc3ccc(Cl)cc3Cl)o2)cc1,-5.8,-9.9
COc1ccc(-n2ncc3c(Nc4cccc(F)c4)ncnc32)cc1,7.0,2.2
COc1ccc(-c2cc(C(F)(F)F)n3nc(C(=O)N4CCOCC4)cc3n2)cc1,7.0,-0.6
CSC(=CC(=O)c1ccc(Cl)cc1)SC,.,-7.7
COc1ccccc1N1CCN(C(=O)CN(c2ccc(C(C)C)cc2)S(C)(=O)=O)CC1,26.4,-3.3
O=C(CN1C(=O)c2ccccc2C1=O)Nc1ccc2c(c1)N(C(=O)c1ccco1)CCC2,-7.0,-8.6
Cc1nn(S(=O)(=O)c2cccs2)c(C)c1Sc1ccc(Cl)cc1,-13.0,-0.2
O=C(CSc1nnc(NC(=O)CCc2ccccc2)s1)Nc1ccc([N+](=O)[O-])cc1,2.6,-10.3
O=C(NCc1ccc2c(c1)OCO2)c1cn2c(n1)CCCC2,5.9,-1.3
COc1ccc(NC(=O)c2c(I)cnn2C)cc1,0.8,-0.5
N/C(=N\OC(=O)Cc1ccccc1)c1ccccn1,i,-1.4
CN1CCCc2cc(C(CNC(=O)Nc3cccs3)N3CCCC3)ccc21 (stereo not given),55.4*,2.2
O=S1(=O)CCO[C@H]2Cc3ccccc3[C@H]2N1Cc1cccc(C(F)(F)F)c1,-4.3,-7.0
COc1ccc(C2SCCN2S(=O)(=O)c2ccc(-c3ccccc3)cc2)cc1[N+](=O)[O-] (stereo not given),-3.0,0.4
COc1ccc(C(=O)N2CCC3(C2)C(=O)Nc2ccccc23)cc1OC (stereo not given),-3.7,-2.4
COc1ccc(C2C(C#N)=C(N)Oc3n[nH]c(C(C)C)c32)cc1OC (stereo not given),5.0,0.9
COc1cccc2c1OC1c3ccccc3OC2C1C (stereo not given),10.8,-6.6
CCN1C(=O)C(CC(=O)N2CCCC2)Sc2ncccc21 (stereo not given),-8.2,1.2
Cc1cccc(NC(=O)c2cc3n(n2)CCCN(Cc2ccc(F)cc2)C3=O)c1,12.5,-3.1
O=C(CCC1CCCC1)NCC1CCCO1 (stereo not given),-5.7,-1.3
Cc1cc(C)c(S(=O)(=O)NCCC2CCN(C(=O)c3ccc(F)cc3)CC2)cc1C,55.5*,0.8
CCCCOc1ccc(NC(=O)c2cccc(OC)c2)cc1,-0.7,-0.2
COc1ccccc1CCC(=O)N1CCc2c(c(-c3nc(C4CC4)no3)nn2C)C1,15.9,1.0
COc1ccc(CNC(=O)C2(C)Oc3cccnc3NC2=O)cc1 (stereo not given),-4.1,-4.9
Cc1ccc(O)c(NC(=O)CCCn2nc([N+](=O)[O-])c(Cl)c2C)c1,9.0,8.0
# (list continues)
SMILES,mHTT-CaM PPI inh,Pf apPOL block
Clc1ccc(Cl)c(OCCOc2cc(Cl)ccc2Cl)c1,.,4.8
Cc1ccccc1NS(=O)(=O)c1ccc(NS(=O)(=O)c2ccc(F)cc2)cc1,-2.0,0.0
COc1ccccc1NC(=O)c1ccnc(N2CCNC(c3ccccc3)C2)c1 (stereo not given),4.2,0.7
CCOC(CCn1c(SCC(=O)NCCOC)nc2ccccc2c1=O)OCC,-1.0,-1.6
CCCCNC(=O)OCCCN1CCC2(CCC(c3ccccc3)CC2)C1 (stereo not given),-3.3,-6.2
Cc1nc(S(=O)(=O)c2ccc(Cl)cc2)c(NCc2ccccc2)o1,8.0,16.0
COCCNC(=O)c1ccc(Oc2nccc(C)n2)cc1,-7.6,-3.3
COc1ccc(C(=O)COC(=O)c2cc3cccc(OC)c3oc2=O)cc1,-4.4,-8.4
O=C(O)CN(CC(=O)O)C(Cc1ccccc1)C(=O)O (stereo not given),7.7,-2.8
COc1cc(NC(=O)c2ccccc2Cl)c(OC)cc1NC(C)=O,-1.1,-3.3

# Random excerpt: 4 entries already listed.
SMILES,mHTT-CaM PPI inh,Pf apPOL block
COc1ccccc1NC(=O)c1ccnc(N2CCNC(c3ccccc3)C2)c1 (stereo not given),4.2,0.7
CCCCNC(=O)OCCCN1CCC2(CCC(c3ccccc3)CC2)C1 (stereo not given),-3.3,-6.2
O=C(O)CN(CC(=O)O)C(Cc1ccccc1)C(=O)O (stereo not given),7.7,-2.8
COc1ccc(C(=O)COC(=O)c2cc3cccc(OC)c3oc2=O)cc1,-4.4,-8.4

# (continued)
SMILES,mHTT-CaM PPI inh,Pf apPOL block
O=C(Nc1nnc(-c2ccccc2)s1)c1csc2c1CCCC2,1.7,-2.4
O=[N+]([O-])c1ccc(C2Nc3c(O)ccc(Br)c3C3C=CCC32)cc1 (stereo not given),100.0*,-9.9&-1.7
CCN(CC)C(=O)c1cc2c(s1)CCC(C(=O)NC)C2 (stereo not given),0.0,-5.8
CCSc1nc2ccccc2n1Cc1ccccc1F,-39.0,0.6
CCN1CCN(C(=O)C2COC3(CCCCC3)N2C(=O)c2cccc(F)c2)CC1 (stereo not given),7.0,-2.0
CCc1ccc(NC(=O)C2(C)Oc3cccnc3NC2=O)cc1 (stereo not given),-4.4,-2.6
COCCCNC(=O)C1(C)CCC(=O)N1CCc1cccs1 (stereo not given),3.0,3.3
CCC(C)(C)NC(=O)c1ccc2c(c1)N(C(=O)NC)CC2,-5.6,0.3
CCc1onc(C)c1C1CCCN1C(=O)Nc1cc(OC)ccc1OC (stereo not given),8.4,2.8
Cc1cc(=O)n(CC(=O)Nc2cc(F)ccc2C)c(N2CCCCC2)n1,-8.6,-4.4
O=c1c2c(ncn2Cc2ccc(F)cc2)n(-c2ccc(F)cc2)c(=O)n1C1CC1,-8.0,-3.8
O=C(CN1C(=O)C2C3C=CC(C3)C2C1=O)Nc1ccc(OC(F)(F)F)cc1 (stereo not given),-1.0,-1.8
COC(=O)c1cnc2nc(C)ccc2c1Nc1ccc(Cl)cc1F,37.8,-3.4
CCCCS(=O)(=O)C(=C1NCCN1)S(=O)(=O)CCCC,-1.3&-6.0,3.2
O=C(NNc1ccccc1C(F)(F)F)c1cc2ccccc2s1,.,-3.1
CCOc1ccc(-c2nnc(Nc3ccc(OC)c(C(=O)NC)c3)c3ccccc23)cc1,69.0*,8.2
Cc1ccnc(OCC(=O)N2CCN(c3ccc(Nc4cccnc4)nn3)CC2)n1,-4.4,1.0
O=C(NCc1ccco1)C1CCN(c2nccn3nc(-c4ccc(F)cc4)cc23)CC1,-2.0,6.6
Cc1cccc(NC(=O)CCCN2C(=O)c3ccccc3C2=O)n1,-2.0,-13.1
COc1ccccc1C1CC(c2ccc(Br)cc2)=NN1S(C)(=O)=O (stereo not given),2.0,-8.6
O=C(C1CCN(c2nc3cccnc3s2)CC1)N1CCN(C2CCCCC2)CC1,-8.0,-2.0
O=C(Nc1ccc(I)cc1)C1CCN(C(=O)c2ccc(Cl)cc2)CC1,2.9,-3.1
Cc1ccc(S(=O)(=O)c2nc(-c3cccc([N+](=O)[O-])c3)oc2N2CCCCC2)cc1,8.0,2.1
CC(=O)Nc1ccc(Cl)c(-c2nc3cc(Cl)ccc3o2)c1,29.0&2.1,1.7&-3.7
COC(=O)c1scc2c(N3CCC(n4cccc4)CC3)cc(C(F)(F)F)nc12,.,-2.8&-11.5
COc1ccc(-c2noc(CCC(=O)Nc3cc(C)ccn3)n2)cc1,-4.0,-2.3
COc1cc(NS(C)(=O)=O)ccc1Nc1c2ccccc2nc2ccccc12,.,-2.6
Cc1ccc(-c2nc(-c3ccc(-n4cccn4)nc3)no2)c(C)c1,-1.6,-1.7
O=C(O)Cc1ccc(NC(=O)Cc2ccc(Cl)cc2)cc1,1.2,-2.0
O=C(NCc1c(F)cccc1F)C(=O)Nc1ccc2c(c1)OCCO2,-7.2,-6.9

# Structural class, the entries above containing a cyano group (two)
SMILES,mHTT-CaM PPI inh,Pf apPOL block
COc1ccc(-c2ccc(/C=C(\C#N)c3nc4ccccc4[nH]3)o2)c([N+](=O)[O-])c1,48.0,-4.9
COc1ccc(C2C(C#N)=C(N)Oc3n[nH]c(C(C)C)c32)cc1OC (stereo not given),5.0,0.9

# Additional records
SMILES,mHTT-CaM PPI inh,Pf apPOL block
O=c1ccc(-c2ccccc2)nn1CCc1nc(-c2ccc(F)cc2)no1,8.0,-3.7
COc1ccc(S(=O)(=O)Nc2ccccc2I)cc1,-0.4,-1.2
COc1ccc(Nc2cc(-n3nc(C)cc3C)ncn2)cc1,-0.8,0.6
CCCOc1ccc(C(=O)Nc2ccc([N+](=O)[O-])cc2OC)cc1,-1.6,-0.3
Cc1nc2c(C(=O)NCc3ccc(F)cc3)cnn2c(C)c1Cc1ccccc1Cl,26.0,-12.2
COc1ccc(Cl)cc1NC(=O)c1cc(-c2ccc(Cl)cc2)on1,-1.0,-4.4
CCc1cccc(OCCN2CCCC2)c1,-4.8,-2.6
COc1ccc(S(=O)(=O)Nc2nc(O)c(C3=c4cc([N+](=O)[O-])ccc4=NC3=O)s2)cc1,31.0,-6.7
CCC(=O)NCC1CCCN(C(=O)Nc2ccc(C)cc2)C1 (stereo not given),0.0,-0.9
O=C(C1CCC1)N1CCN(c2ccccn2)CC1,-4.7,1.2
Fc1ccc(F)c(CN2CCCCC2c2nc(-c3cnccn3)no2)c1 (stereo not given),-15.3,5.7
O=C(NCCCN1CCCCC1)c1ccc(N2CCNC(c3ccccc3)C2)nc1 (stereo not given),4.4,-5.0
Cc1n[nH]c(C)c1Sc1ccccc1N=Cc1ccccc1[N+](=O)[O-],25.0,1.2
CC1CCCC(NC(=O)CN2N=C(c3ccc(Cl)cc3)CCC2=O)C1C (stereo not given),26.0,-18.6
C=CCOc1ccc(C(=O)NCc2ccccc2)cc1,-2.5,-10.5
O=C1NN(c2ccc(Cl)c(Cl)c2)C(=O)/C1=C/c1ccc(-c2cccc(C(=O)O)c2)o1,17.0,-3.5
O=C(c1cnn2c1NC(c1ccco1)CC2C(F)(F)F)N1CCN(c2ccccc2)CC1 (stereo not given),30.0,-6.5
CCN1CCC(=O)N(CC(=O)N2CCCCC2)CC1,-9.7,-3.3
Cc1cc2c(c(=O)[nH]1)C(=O)O/C2=C\c1cccc(F)c1,1.0,-7.1
O=C(Nc1cccc(Cl)c1)c1ccc(F)c(S(=O)(=O)NCc2ccccc2Cl)c1,3.0,-2.0
CSc1nc(N)nc(SCc2ccccc2Cl)c1C#N,-18.3,-0.6
CCOC(=O)C1SC(c2ccc(Cl)cc2)C(C#N)C1(O)c1ccccc1 (stereo not given),.,-5.3
CCc1ccc(C(=O)N2CCCC(c3cccc(C(=O)NCc4ccco4)c3)C2)cc1 (stereo not given),17.9,-1.6
COc1ccc(N(CC(=O)NCc2ccccn2)S(=O)(=O)c2ccccc2)cc1Cl,3.0,-3.5
O=C(OCc1cc(-c2ccc3c(c2)OCO3)on1)c1ccccc1F,-8.8,-8.2
COc1ccccc1NC1OC(=O)c2c1ccc(OC)c2OC (stereo not given),2.0,-5.0
CCOC(=O)N1CCN(C(=O)c2cc3c(s2)CN(C2CC2)C3)CC1,-4.3,0.0
CCCN(CCO)CC(c1ccccc1)c1ccccc1,-3.7,0.5

# Laid out differently: results already given
# Below each compound – mHTT-CaM PPI inh, Pf apPOL block
CSC(=CC(=O)c1ccc(Cl)cc1)SC
  ., -7.7
COc1ccccc1N1CCN(C(=O)CN(c2ccc(C(C)C)cc2)S(C)(=O)=O)CC1
  26.4, -3.3
O=C(CN1C(=O)c2ccccc2C1=O)Nc1ccc2c(c1)N(C(=O)c1ccco1)CCC2
  -7.0, -8.6

# One compound at a time (already shown). Order of screens: mHTT-CaM PPI inh	Pf apPOL block
# `CSc1nc(N)nc(SCc2ccccc2Cl)c1C#N` as listed: -18.3	-0.6
# `CCOC(=O)C1SC(c2ccc(Cl)cc2)C(C#N)C1(O)c1ccccc1` (stereo not given) as listed: .	-5.3
# `COc1ccc(N(CC(=O)NCc2ccccn2)S(=O)(=O)c2ccccc2)cc1Cl` as listed: 3.0	-3.5
# `CCOC(=O)N1CCN(C(=O)c2cc3c(s2)CN(C2CC2)C3)CC1` as listed: -4.3	0.0
# `CCCN(CCO)CC(c1ccccc1)c1ccccc1` as listed: -3.7	0.5

# Screening data (PubChem)
